BCLXL inh = inhibitors of human Bcl-xL, primary screen, biochemical, fluorescence polarization, HTS. inhibition, % at 10.9 µM. AID 2129, 2009. Bcl-2-like protein 1 (Homo sapiens), Q07817. GST-Bcl-xL / FITC-Bim BH3 peptide fluorescence polarization. actives 0.7% (n = 320,000);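 active = inhibition above the mean of all tested compounds plus 3 SD, cutoff set per campaign, cut at about 30% in these data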;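 also: 0% = DMSO wells and 100% = unlabeled Bim-BH3 peptide competitor; inhibitors lower millipolarization by displacing the labeled peptide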
Target sequence (Q07817 whole entry, looked up): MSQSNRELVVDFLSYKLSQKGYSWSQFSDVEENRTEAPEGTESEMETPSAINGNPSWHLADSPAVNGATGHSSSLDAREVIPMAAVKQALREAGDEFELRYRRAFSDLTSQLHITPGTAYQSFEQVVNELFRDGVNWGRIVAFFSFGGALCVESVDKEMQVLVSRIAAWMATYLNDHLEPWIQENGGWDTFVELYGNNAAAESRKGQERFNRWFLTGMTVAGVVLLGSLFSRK
Efflux pump mplx = inhibitors of Candida efflux pumps in yeast, primary screen, S. cerevisiae, Nile Red, multiplex; S. cerevisiae Candida pump triplex; inhibition, % at 10 µM; actives 0.44% (n = 330,000); AID 485275, 2010;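 active = plate passing quality check with inhibition over a set limit, or well fluorescence over plate mean plus 4 SD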;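 also: Nile Red retained in pooled yeast measured as flow cytometry median fluorescence; 0% = buffer negative control and 100% = Enniatin B positive control; higher means more Nile Red kept so more efflux inhibition; some compounds called inactive have numbers as strong as hits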
Fam108B counter = mouse Fam108B serine hydrolase inhibitors, primary screen, counter-screen for RBBP9 inhibitor project, biochemical, fluorescence polarization; recombinant Fam108B, FP-Rh probe fluorescence polarization; actives 0.33% (n = 300,000); inhibition, % at 9.51 µM;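 active = inhibition above the screen mean inhibition plus 3 SD, computed separately per campaign, cut at about 18% in these data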;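 also: inhibitors lower polarization as less probe binds the enzyme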
GLD-1 RNA inh = GLD-1/TGE RNA complex disruptors, primary screen, biochemical, fluorescence polarization; Female germline-specific tumor suppressor gld-1 (Caenorhabditis elegans), Q17339; purified GLD-1 + fluorescein TGE RNA; inhibition, % at 5.96 µM; actives 0.44% (n = 320,000);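 active = percent inhibition above a per-plate cutoff, the plate mean of test compounds plus 3 SD, cut at about 30% in these data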;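 also: 0% = DMSO wells with GLD-1 and probe and 100% = wells lacking GLD-1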
Target sequence (Q17339 whole entry, looked up): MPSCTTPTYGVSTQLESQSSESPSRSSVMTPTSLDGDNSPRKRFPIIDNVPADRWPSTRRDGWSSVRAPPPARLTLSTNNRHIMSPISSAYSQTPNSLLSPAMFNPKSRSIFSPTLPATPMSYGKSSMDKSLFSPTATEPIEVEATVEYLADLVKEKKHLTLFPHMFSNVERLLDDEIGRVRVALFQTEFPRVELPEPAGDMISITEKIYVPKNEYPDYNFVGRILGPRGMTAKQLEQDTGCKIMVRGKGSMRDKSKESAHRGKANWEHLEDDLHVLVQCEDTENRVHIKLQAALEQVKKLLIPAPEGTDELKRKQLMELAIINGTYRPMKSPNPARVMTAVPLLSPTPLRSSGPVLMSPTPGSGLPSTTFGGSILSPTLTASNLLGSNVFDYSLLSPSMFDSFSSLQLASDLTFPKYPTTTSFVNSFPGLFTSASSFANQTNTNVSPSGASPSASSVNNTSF
GRK2 aptamer HTS = compounds blocking aptamer binding on GRK2 – biochemical, human GRK2, bead flow cytometry, HTS, primary screen; actives 0.59% (n = 330,000); FAM-aptamer displacement from GRK2; inhibition of aptamer binding, % at 10 µM; AID 488847, 2010; Beta-adrenergic receptor kinase 1 (Homo sapiens), P25098;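 active = inhibition of aptamer binding above 40%, roughly 3 SD of noise, on plates passing a quality check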;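 also: median bead fluorescence of bound FAM aptamer so fluorescent compounds give negative values; no value below 0 was filed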
MCL1-BIM inh = inhibitors of MCL1 binding to BIM-BH3, primary screen, biochemical, fluorescence polarization; inhibition, % at 10.9 µM; AID 2057, 2009; GST-MCL1 / FITC-Bim-BH3 fluorescence polarization; Induced myeloid leukemia cell differentiation protein Mcl-1 (Homo sapiens), Q07820; actives 0.68% (n = 320,000);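 active = inhibition above the mean inhibition of all tested compounds plus 3 SD, set per campaign, cut at about 40% in these data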;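 also: 0% = DMSO wells and 100% = unlabeled Bim-BH3 peptide control; higher means more loss of mP so more displacement of Bim peptide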
VLA-4 inh = inhibition in human VLA-4 binding assay, primary screen, VLA-4 allosteric modulator project, MLPCN library, flow cytometry, VLA-4 expressing cells; ligand binding flow cytometry; inhibition, % (about 7 µM as worked out from the volumes in the protocol); actives 0.2% (n = 330,000); AID 2557, 2010; in the data active = inhibition above about 50%
PME-1 inh = PME-1 inhibitors via competitive probe labeling, primary screen, biochemical, fluorescence polarization, FP-Rh probe, HTS; Protein phosphatase methylesterase 1 (Homo sapiens), Q9Y570; actives 0.53% (n = 320,000); inhibition, % at 5.9 µM; recombinant PME-1; AID 2130, 2009;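 active = inhibition above the campaign mean of all compounds plus 3 SD, cut at about 26% in these data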;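 also: competitive labeling of PME-1 active site by serine hydrolase directed probe; 0% = PME-1 with DMSO and 100% = wells lacking PME-1 enzyme; inhibitors block probe labeling so polarization falls and inhibition rises; many of its hits are not listed in these tables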
Target sequence (Q9Y570 whole entry, looked up): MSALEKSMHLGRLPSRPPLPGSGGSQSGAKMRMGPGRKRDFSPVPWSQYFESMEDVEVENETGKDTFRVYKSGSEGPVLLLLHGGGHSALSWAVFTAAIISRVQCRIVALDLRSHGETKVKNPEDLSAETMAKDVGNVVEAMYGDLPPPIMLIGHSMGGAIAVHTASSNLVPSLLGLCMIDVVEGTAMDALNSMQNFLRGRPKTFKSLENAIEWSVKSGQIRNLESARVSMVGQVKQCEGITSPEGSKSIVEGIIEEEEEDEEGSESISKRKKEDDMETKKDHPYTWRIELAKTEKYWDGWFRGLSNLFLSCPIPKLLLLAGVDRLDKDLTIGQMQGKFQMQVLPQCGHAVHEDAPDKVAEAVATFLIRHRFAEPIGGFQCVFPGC
MEX-5 binding = MEX-5 zinc finger RNA-binding disruptors – biochemical, C. elegans, fluorescence polarization, MLPCN library, primary screen; Zinc finger protein mex-5 (Caenorhabditis elegans), Q9XUB2; MEX-5/FITC-TCR2 RNA binding; active compounds read low; activity score (negative = inhibition of binding), % at 10 µM; actives 0.38% (n = 300,000);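 active = inhibition past about -25% in most replicates, and total fluorescence under double the plate's negative control median, limit read from the data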;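 also: 0% = DMSO and -100% = 5 µM competing unlabeled TCR2 RNA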
Active calls of the source: *; nt = not tested or not shown. These rows are one share of the data (hit frequency here may not be typical).

SMILES | BCLXL inh | Efflux pump mplx | Fam108B counter | GLD-1 RNA inh | GRK2 aptamer HTS | MCL1-BIM inh | VLA-4 inh | PME-1 inh | MEX-5 binding
Cc1onc(-c2ccccc2)c1C(=O)N/N=C/C(Br)=C/c1ccccc1 | 3 | -0.4 | -4 | 7 | 0 | 1 | 5 | -3 | 0.0
COc1ccc(-c2nc(NC(=O)c3[nH]c(C)c(C(C)=O)c3C)sc2C)cc1 | 8 | -0.2 | 16 | 7 | 0 | 4 | 0 | 47* | -1.5
N#C/C(=C\c1ccc(N2CCCCC2)c([N+](=O)[O-])c1)c1nn(-c2ccccc2)c(N)c1C#N | 3 | -0.5 | 11 | 2 | 0 | 1 | -13 | 0 | 1.1
CC(=O)c1cccc(OCC(=O)OCC(=O)Nc2cc(S(=O)(=O)N3CCCCC3)ccc2C)c1 | nt | 0.2 | nt | -5 | 0 | nt | 13 | nt | nt
O=C(NCC1CCN(Cc2ccccc2Cl)CC1)Nc1cccc(Cl)c1 | 3 | 0.1 | -1 | -6 | 0 | 0 | -15 | 0 | 1.5
CNc1ccccc1C(C)(C)c1cn(-c2ccc([N+](=O)[O-])cc2)nn1 | 8 | -0.2 | -3 | 0 | 1 | 1 | -26 | 6 | 0.6
CCCC1=C(C(=O)OCC)C(c2ccc(OC)c(CSc3ccccn3)c2)C(C#N)=C(N)O1 (stereo not given) | 9 | 0.0 | -1 | 0 | 1 | 6 | 20 | 2 | 0.8
COCCNC(=O)/C(C#N)=C/c1ccc(-c2ccc(S(=O)(=O)N3CCOCC3)cc2)o1 | 1 | 0.3 | -1 | 0 | 2 | 2 | 8 | 11 | -0.8
CC(SCc1ccccc1)C(=O)N/N=C/c1ccc(OCC(=O)NCc2ccco2)cc1 (stereo not given) | 3 | 14* | -2 | 0 | 0 | 5 | 12 | 1 | -0.9
O=C(NCCc1ccccc1)c1ccc2c(c1)OCCCO2 | -15 | -0.1 | 0 | 6 | 0 | -22 | 5 | 4 | -1.8
CCCCNC(=O)c1onc(CSc2ccc(C)c(C)c2)c1C(=O)O | 1 | nt | -2 | 4 | nt | 0 | nt | 4 | 0.9
CCOC(=O)CC(NC(=O)c1cccc2c1C(=O)N(Cc1cccnc1)C2)c1ccc(OCC)c(OC)c1 (stereo not given) | 1 | 0.1 | -2 | 1 | 0 | -6 | -6 | 0 | 2.6
Cc1c(C(=O)NCc2ccc3c(c2)OCO3)oc2ccccc12 | 1 | -0.1 | -2 | 2 | 1 | 4 | 0 | -9 | 0.9
CC(C)(C)c1ccc2c(c1)OC(C(=O)N/N=C\c1ccc(-c3cccc(C(=O)O)c3)o1)CO2 (stereo not given) | 9 | 0.1 | -4 | 6 | 6 | 15 | -13 | -11 | -6.5
CCc1ccc(-c2c(C)sc(NC(C)=O)c2C(N)=O)cc1 | 2 | 0.3 | 0 | -1 | 5 | -6 | -1 | 11 | 4.7
CCCN(CCC)C(=O)Cn1ccc(=N)c2ccccc21 | 4 | -0.1 | 3 | -2 | 0 | -1 | 36 | 3 | 1.9
Cc1cc(C)c(N(C(=O)CN2C(=O)c3ccccc3S2(=O)=O)C(C(=O)NCC2CCCO2)c2ccc(F)cc2)c(C)c1 (stereo not given) | 5 | 22* | -2 | 3 | 0 | -8 | 6 | -3 | -1.8
Cc1n[nH]c(C)c1CCNC(=O)C1CCC(=O)N(Cc2ccccc2F)C1 (stereo not given) | -2 | 0.0 | -5 | 5 | 0 | -3 | -10 | 5 | -0.8
Cc1ccc(-c2nc(CS(=O)(=O)CC(=O)N3CCOCC3)c(C)o2)cc1 | 3 | 0.1 | -3 | 0 | 1 | -1 | 4 | 1 | -1.4
C=CCn1c(-c2sc(-c3ccccc3)nc2C)n[nH]c1=S | -29 | 0.2 | 1 | -3 | 0 | -17 | 19 | -6 | -1.0
COc1cc(C(=O)Nc2cc(Cl)ccc2C)c(-n2cnnn2)cc1OC | 4 | -0.1 | 1 | 3 | 0 | 1 | 16 | -7 | 0.3
COc1ccc(C2C=C(c3ccc(C)c(C)c3)Nc3ncnn32)c(OC)c1OC (stereo not given) | 5 | 0.0 | -1 | 10 | 2 | 0 | 17 | 7 | 3.3
O=C1CC(N2CCc3ccccc32)C(=O)N1c1ccc(F)cc1 (stereo not given) | 3 | 0.0 | 0 | 2 | 0 | 0 | 11 | 1 | -0.6
Cc1cnc(C(=O)N2CCN(S(=O)(=O)c3ccc(F)c(F)c3F)CC2)cn1 | nt | 0.1 | nt | 1 | 0 | nt | -4 | nt | nt
COc1ccc(S(=O)(=O)N(CC(=O)N2CCN(c3ccccc3)CC2)c2ccccc2)cc1 | 5 | -0.1 | 0 | 8 | 2 | 4 | 0 | -4 | 1.1

Two entries from above, as comma-separated lines:
mol,BCLXL inh,Efflux pump mplx,Fam108B counter,GLD-1 RNA inh,GRK2 aptamer HTS,MCL1-BIM inh,VLA-4 inh,PME-1 inh,MEX-5 binding
O=C(NCC1CCN(Cc2ccccc2Cl)CC1)Nc1cccc(Cl)c1,3,0.1,-1,-6,0,0,-15,0,1.5
Cc1n[nH]c(C)c1CCNC(=O)C1CCC(=O)N(Cc2ccccc2F)C1 (stereo not given),-2,0.0,-5,5,0,-3,-10,5,-0.8

Next records follow.
SMILES | BCLXL inh | Efflux pump mplx | Fam108B counter | GLD-1 RNA inh | GRK2 aptamer HTS | MCL1-BIM inh | VLA-4 inh | PME-1 inh | MEX-5 binding
COc1ccc(/C=C/CN2CCN(Cc3ccc(F)cc3)C(CCO)C2)cc1 (stereo not given) | 6 | 0.0 | 0 | -7 | 1 | 4 | -5 | 1 | 1.3
CN(C(=O)c1ccc(Cl)cc1)C1CCS(=O)(=O)C1 (stereo not given) | nt | 0.3 | nt | -1 | 0 | nt | 12 | nt | nt
CC(=O)c1cccc(OCc2cc(C(=O)N3CC4C[C@@H]5CC3C[C@H](C4)C5)no2)c1 | -2 | -0.1 | -2 | 4 | 1 | 1 | 4 | 4 | -0.9
Cc1cccc(N2CCN(C(=O)c3ccccc3OCc3c(C)noc3C)CC2)c1C | 6 | 0.1 | 0 | 2 | 2 | 4 | -1 | 2 | 0.2
Cc1ccn2cc(-c3ccc4c(c3)NC(=O)CO4)nc2c1 | 13 | -0.1 | 0 | 6 | 0 | 4 | 0 | 0 | -1.2
O=C(Nc1ccccc1)Nc1cc(S(=O)(=O)N2CCOCC2)ccc1N1CCCC1 | 10 | 0.1 | 4 | 1 | 0 | 1 | 14 | -1 | 0.5
Cc1sc(NC(=O)c2ccco2)c(CN2CCN(c3ccccn3)CC2)c1C | 2 | 0.1 | 3 | 1 | 0 | 0 | -11 | -3 | -1.7
CC(C)CNC(=S)Nc1ccc(F)cc1 | 9 | 0.2 | 3 | 3 | 1 | 9 | 20 | -5 | -0.6
O=C(NCc1ccccn1)c1ccc(NS(=O)(=O)c2cccc([N+](=O)[O-])c2)cc1 | -4 | 0.1 | nt | 2 | 3 | -1 | 4 | -1 | nt
COc1ccc(-c2cc(-c3ccco3)[nH]c(=O)c2C#N)cc1 | 25 | -0.1 | 5 | 14 | 0 | 17 | -3 | 7 | -8.4
COc1ccc(C2C(C(=O)c3cccs3)=C(O)C(=O)N2c2cccc(C)n2)cc1 (stereo not given) | 7 | -0.1 | 3 | 5 | 0 | -3 | 5 | -1 | 1.5
COc1ccc(Nc2cc(C(=O)NCc3ccccn3)c3ccccc3n2)c(OC)c1 | -1 | 0.3 | -1 | -3 | 2 | 6 | 3 | 12 | -1.3
Cc1ccc(C(=O)NC(=S)NCc2ccco2)cc1 | 3 | 0.0 | 0 | 4 | 1 | 14 | 4 | 5 | -1.9
Cc1cc(OCCN2CCCC2)cc(C(C)C)c1 | 8 | -0.5 | -5 | -2 | 0 | 5 | -8 | -6 | -0.4
O=C(Cn1cnc([N+](=O)[O-])n1)c1ccccc1 | nt | 0.0 | nt | nt | 1 | nt | 3 | nt | 4.0
Cc1ccc(C2CC(=O)C=C(NCc3ccccc3)C2)cc1 (stereo not given) | 2 | 0.1 | 3 | 6 | 2 | -6 | 8 | 0 | 0.1
CCNC(=O)COC(=O)C1C(C(=O)OCC)=C(C)NC(C)=C1C(=O)OCC | 7 | 0.0 | 0 | -1 | 0 | 6 | -4 | 0 | -1.4
CC(/C=C1\SC(=S)N(NC(=O)c2ccc(C)cc2)C1=O)=C\c1ccccc1 | -6 | 0.3 | -21 | -2 | 4 | -4 | 28 | -31 | 1.3
Cc1cc(OC(=O)c2ccccc2Cl)cc(=O)n1C | -7 | -0.2 | 1 | 0 | 0 | 0 | -6 | 0 | 0.2
COc1ccc(NC(=O)c2c(Cl)nc3ccccn23)cc1 | 5 | 0.1 | 0 | 1 | 0 | -2 | 2 | -7 | 1.5
Cc1ccc(Sc2cc(NCCCO)c([N+](=O)[O-])c3nonc23)cc1 | 7 | 0.2 | -1 | 5 | 0 | 4 | 9 | 1 | -5.0
CCCC(=O)N1CCc2[nH]c3ccccc3c2C1 | 24 | 0.1 | 1 | 13 | 0 | 23 | -5 | 2 | -4.3
CC(OC(=O)c1cccs1)C(=O)NC1CC1 (stereo not given) | -1 | -0.1 | 5 | -6 | 0 | 2 | 12 | 4 | -1.5
O=C1CCC(C(=O)N2CCOCC2)CN1Cc1ccc(Cl)cc1 (stereo not given) | 6 | 0.6 | -5 | -4 | 0 | 5 | 9 | -3 | -3.2
CC(C)(C)c1nnc(NC(=O)COc2ccc3c(c2)OCO3)s1 | -2 | 0.0 | 5 | 0 | 0 | 3 | -7 | -7 | 0.7

Continued:
SMILES | BCLXL inh | Efflux pump mplx | Fam108B counter | GLD-1 RNA inh | GRK2 aptamer HTS | MCL1-BIM inh | VLA-4 inh | PME-1 inh | MEX-5 binding
Cc1ccc2c(c1)c(C)cc(=O)n2CCC(=O)O | 1 | 0.0 | 1 | 4 | 19 | -6 | -2 | 11 | 0.7
CCCN(CCC)CCCNC(=O)C1c2cc(OC)c(OC)cc2C(=O)N(C)C1c1cccs1 (stereo not given) | 1 | 0.1 | -3 | -3 | 5 | 3 | 2 | 4 | -0.6
O=C(N[C@@H](Cc1ccccc1)C(=O)O)c1ccncc1 | 5 | nt | 0 | 2 | nt | 6 | nt | -2 | -1.6
O=C(Nc1ccc(Cl)cc1)c1cccc(N2C(=O)C3C4CCC(C4)C3C2=O)c1 (stereo not given) | 1 | 0.5 | -4 | 6 | 7 | -7 | -9 | -11 | 1.5
COc1cc(NC(=O)c2ccc(Cl)cc2)c2ncccc2c1 | nt | -0.2 | nt | nt | 0 | nt | 3 | nt | 1.0
CC1CN(S(=O)(=O)c2ccc(F)cc2)CN1C(=O)N1CCOCC1 (stereo not given) | 4 | -0.5 | 0 | 8 | 0 | 3 | 4 | -2 | 1.0
O=Cc1ccc(OCc2nnc(-c3ccccc3Br)o2)cc1 | 1 | 0.1 | -1 | 3 | 1 | 3 | -2 | -2 | 0.4

Screens as filed in PubChem.
